High-throughput results deposited in PubChem by National Center for Advancing Translational Sciences (NCATS).
FUS yeast rescue: FUS proteinopathy suppression in yeast | S. cerevisiae FUS-expressing, growth rescue, OD600, 24 h | Potency, µM (top dose mostly 76.6 µM), without a hit: at the highest dose growth rescue (activation), usual class: activators | 390,000 tested, 0.24% active; active means well fitted activation curve with a large enough effect; inconclusive means small, poorly fitted or top-dose-only effect; inactive means no such curve, though single readings can be large or run the other way;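 further: plate controls were DMSO vehicle for no effect and reference control for full effect; nearly all actives have a fitted effect of over 55% in size; some results filed as inactive show a strong effect at the top dose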
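Restored growth of FUS-toxic S. cerevisiae, read as 600 nm absorbance after 24 h at 30C in galactose medium (starting OD 0.005). Controls CP55940 and DMSO.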
An asterisk follows results filed as active; ? = inconclusive; & = joins results of further samples. Potency means the concentration at half of the fitted maximal effect. These rows are one share of the data. The share of hits here may be higher or lower than overall.

SMILES	FUS yeast rescue
O=C(CSc1nc2ccccc2nc1N1CCCCC1)N1CCN(C(c2ccccc2)c2ccc(Cl)cc2)CC1 (centres undefined)	10%
O=C(OC12CCCN(C1)/C(=C/c1ccncc1)C2)C1CCCCC1 (centres undefined)	-15%
CC(C)(C)C(=O)NC1CCCCN(Cc2cccc(C(F)(F)F)c2)C1=O (centres undefined)	5%
CCOC(=O)Cn1cc(CN2C(C(=O)OC)CN(CCO)CCS2(=O)=O)nn1 (centres undefined)	-17%
COC[C@@H]1CCCN1c1cccc2c1S(=O)(=O)N(C1CC1)CC[C@@H](C)O2	16%
C=CCN1[C@H](C#N)[C@@H](c2ccc(C#Cc3ccccc3OC)cc2)[C@H]1CO	22%
O=C(CSc1nnc(-c2ccccn2)n1-c1ccccc1)Nc1cccc2ccccc12	20%
CCCCN1CN2Cc3cc(OC)ccc3C2CS1(=O)=O (centres undefined)	13%
CCCCNC(=O)C[C@H]1C[C@@]2(C(=O)OC)C(=C[C@H](C3CCCC3)O[C@@H]2C)N(CCC2=CCCCC2)C1=O	44%
COC(=O)C12CCCN1C1C(=O)N(Cc3ccc(C(N)=O)cc3)CC1C2 (centres undefined)	25%
CN1C2=N[C@@H](c3ccc4ccccc4c3)CC(=O)N2/C(=C\c2ccccc2)[C@H]1c1ccccc1	?
CCCCOCCCNC(=O)C[C@H]1C(=O)N(Cc2ccc(OC)cc2)C2=CCCC[C@@]21C(=O)OCC	31%
O=C(Nc1ccccc1[N+](=O)[O-])NC1CCCCN(Cc2ccc(Cl)cc2)C1=O (centres undefined)	6%
COC(=O)[C@]12C[C@H](CC(=O)NCc3cccc(C(F)(F)F)c3)C(=O)N(Cc3ccco3)C1=C[C@H](COCc1ccccc1)O[C@@H]2C	?
COc1ccc(/C=N\NC(=O)Cc2cccn2C)cc1OCc1ccccc1	30%
C[C@H]1[C@@H](OC(=O)NCc2cccs2)CC[C@@]23CCCN2C(=O)CCC[C@@H]13	3%
CC(C)C[C@@H]1COc2cccc(N3CCSCC3)c2S(=O)(=O)N1C	19%
C=CCN1C/C(=C/c2ccccc2)N2C(=O)CC(c3ccccc3)N=C12 (centres undefined)	20%
O=C(Nc1cccc(Cl)c1)OC1CC2CC1[C@H]1CCCCN1[C@H]2Cc1ccccc1 (some centres undefined)	11%
COC(=O)[C@]12C[C@H](CC(=O)NCc3cccc4ccccc34)C(=O)N(Cc3cccc4ccccc34)C1=C[C@H](C1CCCC1)O[C@@H]2C	?
CCOC(=O)C1CCN(C(=O)C(C)(C)NC(=O)Nc2ccc(F)c(F)c2)CC1	14%
CCOC(=O)C1CCN(C(=O)C(C)(C)NC(=O)Nc2ccc(N(C)C)cc2)CC1	1%
Cc1ccc(NC(=O)Cc2ccc(F)cc2)c(S(=O)(=O)N2CCOCC2)c1	6%
Oc1ccc(CNc2ccccc2Cl)c2cccnc12	25%
C=CCOC(=O)N[C@@H](c1cccc(OC)c1)[C@@H](C)/C=C/CC(=O)O	-4%
CCOC(=O)[C@]12CCCC=C1N(Cc1ccc(OC)cc1)C(=O)[C@@H]2CC(=O)N1CCC(c2ccccc2)CC1	43%
CCCN(CC1CC1)C(=O)CSc1nnc(-c2ccncc2)n1-c1ccc(OC)cc1	24%
O=C(Cn1nnc(-c2ccc(N3CCOCC3)cc2)n1)c1cccc(F)c1	10%
COC(=O)C1CN(Cc2cn(Cc3ccccc3)nn2)CCS(=O)(=O)N1Cc1ccc(F)cc1 (centres undefined)	10%
O=C(NCCN1C(=O)C2C3C=CC(C3)C2C1=O)c1cc(Cl)cc(Cl)c1 (centres undefined)	1%
CC(C)CN1C(=O)C[C@@]2(C(=O)N(C)c3ccc(NS(=O)(=O)c4ccc(F)cc4)cc32)C1c1ccccc1 (some centres undefined)	34%
CCOc1ccc(-n2c(COc3ccc(C)cc3)nnc2SCC(=O)Nc2ccc(F)c(F)c2)cc1	10%
O=C(CSc1nnc(-c2ccc(Cl)cc2)n1Cc1ccco1)Nc1cccc2ccccc12	7%
Cc1cn(-c2cc(NC(=O)c3ccc(C)c(Nc4nccc(-c5cccnc5)n4)c3)cc(C(F)(F)F)c2)cn1	1%
O=C(O)CCN1C(=O)/C(=C/c2ccc(F)cc2F)SC1=S	3%
c1ccc(CCn2nnc(-c3ccc(N4CCOCC4)cc3)n2)cc1	11%
O=C(NC1CCCCN(Cc2cccc(Cl)c2)C1=O)c1ccccc1 (centres undefined)	-4%
CCOC(=O)c1csc(NC(=O)C2CCCN(S(=O)(=O)c3ccc(Br)s3)C2)n1 (centres undefined)	?
CC(C)(C)C(=O)CSc1nnc(SCc2cccc3ccccc23)s1	31%
O=C(c1ccc(Cl)cc1)N1CCN(c2ccccn2)CC1	-11%
CS(=O)(=O)N1CCC[C@]2(CC[C@H](CCC#N)O2)C1	-5%
C[C@@H]1CCCN1c1cccc2c1S(=O)(=O)N1CC[C@H](C1)O2	26%
S=c1[nH]nc(-c2cc(-c3ccccc3)n[nH]2)n1/N=C/c1cccc2ccccc12	23%
O=C(Nc1ccc(Oc2ccccc2)cc1)C1CCCN1S(=O)(=O)c1cccc2cccnc12 (centres undefined)	?
C=CCN1[C@H](CO)[C@H](c2ccc(C#CC3(O)CCCC3)cc2)[C@@H]1C#N	-2%
COc1ccc(-n2c(SCC(=O)Nc3ccc(Oc4ccccc4)cc3)nnc2-c2cccnc2)cc1	25%
Nn1c(SCC(=O)NC2CCCCC2)nnc1-c1cc(-c2ccc(Cl)cc2)n[nH]1	-2%
O=[N+]([O-])c1cncc2[nH]cnc12	-3%
Cc1cc(=O)[nH]c(SCC(=O)Nc2ccc(Cl)cc2C)n1	10%
CCCCC(=O)N[C@H]1CC[C@@]23CCCN2C(=O)CCC[C@H]3[C@H]1CCC	4%

Remaining list, next part:
SMILES	FUS yeast rescue
CN(Cc1ccccc1F)C(=O)C1CCCN(c2ncccn2)C1 (centres undefined)	1%
CN1c2ccc(-c3cccc(F)c3)cc2[C@H]2[C@H](CCN2S(=O)(=O)c2cccc(F)c2)[C@H]1CO	?
Cc1ccc(C2CCC3(CCC(=O)N3CCO)CC2)cc1 (centres undefined)	-2%&-2%
O=C(CCc1ccccc1)N[C@H]1[C@@H](OC(=O)c2ccco2)CCC[C@]12C(=O)N(Cc1ccccc1)c1ccccc12	?
C/C(C=NNC(=O)CSc1nnc(-c2ccc(Cl)cc2)n1-c1ccccc1)=C\c1ccccc1	2%
O=C(CSc1nnc(-c2ccccc2)n1-c1ccccc1)NN=Cc1ccc(-c2ccccc2)cc1	6%
COC(=O)[C@]12C[C@H](CC(=O)NCc3ccccc3)C(=O)N(Cc3cccc4ccccc34)C1=C[C@H](COCc1ccccc1)O[C@@H]2C	?
C[C@H]1[C@H](NC(=O)c2cccc(Cl)c2)CC[C@@]23CCCN2C(=O)CCC[C@@H]13	10%
COc1ccc(S[C@]2(C(=O)N3CCN(c4ncccn4)CC3)CC(=O)N(c3ccccc3)[C@@H]2c2ccc(OC)cc2)cc1	?
COc1ccc(N2CCN(CCNS(=O)(=O)c3ccc([N+](=O)[O-])cc3)CC2)cc1	8%
C/C(=N\NC(=O)Cc1cccs1)c1ccco1	6%
CC(C)(C)c1ccc(-c2nnc(SCC(=O)Nc3ccc(S(=O)(=O)Nc4nccs4)cc3)n2-c2ccc(Cl)cc2)cc1	?
Cc1ccc(-c2nc3ncccn3c2NC(=O)Nc2ccc(F)cc2)cc1	14%
CCCC[C@H]1C2CC(OC(=O)Nc3ccc(C(F)(F)F)cc3)C(C2)[C@H]2CCCCN21 (some centres undefined)	8%
O=S(=O)(c1ccc(Cl)s1)N1CCC(c2cn3ccccc3n2)CC1	20%
C=CCCC(=O)N[C@H]1CC[C@@]23CCCN2C(=O)CCC[C@H]3[C@H]1CCC	4%
CCCC1CCC2(CCCN2CCOC(=O)Nc2ccccc2OC)CC1 (centres undefined)	12%
CC(=NNC(=O)CSc1nnc(-c2ccccc2)n1-c1ccccc1)c1cccc([N+](=O)[O-])c1	13%
O=C(Nc1ccc(F)cc1)OCc1cn(Cc2cccc(F)c2F)nn1	-1%
O=C1C(=O)N(Cc2ccc(-c3ccccc3)cc2)c2ccc(OC(F)(F)F)cc21	0%
O=C(CCc1nc(-c2ccccc2F)no1)NCCc1cccc(F)c1	-1%
COc1ccc(CN2C(=O)c3ccnn3CC2(C)c2nnnn2-c2c(C)cccc2C)cc1 (centres undefined)	24%
N[C@H](C(=O)N1CCC[C@@H]1C(=O)N1CCC2CCN(S(=O)(=O)c3ccccc3)CC21)c1ccccc1 (some centres undefined)	-6%
Cn1c(Cc2cccs2)nnc1SCC(=O)Nc1ccc2cn[nH]c2c1	6%
CCN1CCCCC(NC(=O)c2ccccc2OC)C1=O (centres undefined)	-6%
COc1ccc(Cn2c(NC(=O)c3ccccc3)nc(Cc3ccccc3)c2-c2ccccc2)cc1	?
COC(=O)[C@@]12CCCCC=C1N(CCc1ccc(Cl)cc1)C(=O)[C@H]2CC(=O)NCc1ccc(OC)c(OC)c1	39%
Cc1c[nH]c2cccc(-c3c(Cl)cccc3Cl)c12	24%
CSc1ccc(-c2csc(N3CCC(C(N)=O)CC3)n2)cc1	31%
Brc1ccc(-c2nn3c(-c4ccccc4)nnc3s2)cc1	-10%
CN(C)[C@@H]1CCN(c2cccc3c2S(=O)(=O)N2CC[C@@H](C2)O3)C1	-4%
CC(C)C(=O)N1CC[C@H]2[C@H](CCCN2Cc2ccc(F)cc2)C1	-23%
Cc1ccccc1NCC(=O)N/N=C/c1ccc[nH]1	-11%
c1ccc2c(c1)N=C(N1CCN(Cc3ccc4c(c3)OCO4)CC1)c1ccccc1S2	22%
CCCCCN1CCCCC(NC(=O)c2ccc(C)cc2)C1=O (centres undefined)	3%
Cc1ccccc1CN1CCCCC(NC(=O)c2ccc(N(C)C)cc2)C1=O (centres undefined)	7%
CC(C)C[C@H]1COc2cc(Br)ccc2S(=O)(=O)N1Cc1cn(Cc2ccc(Cl)cc2)nn1	-27%
CN1C(=O)C(c2cn(C)c3ccccc23)(c2cn(C)c3ccccc23)c2ccccc21	-11%
O=C(NCc1ccccc1)C1(C(=O)C2CC2)CC(c2ccccc2C(F)(F)F)=NO1 (centres undefined)	8%
CC(=O)c1cc(-c2ccc(Oc3ccccc3)cc2)c(=O)n2c1CCC2	34%
CCOC(=O)[C@]12CCCC=C1N(CCCOC)C(=O)[C@@H]2CC(=O)NCc1cccc(C(F)(F)F)c1	-6%
CN(C)CC(=O)N[C@H]1C[C@@H]2O[C@@H](CO)CC[C@@H]2O[C@@H]1CCc1ccc(-c2ccc(F)cc2)cc1	4%
CN(Cc1ccccc1)S(=O)(=O)c1cccc(C(=O)OCc2ccccc2)c1	15%
CCCCN1CCN(C(=O)C2CCCN(C(=O)c3ccc4c(c3)NC(=O)CS4)C2)CC1 (centres undefined)	18%
COC(=O)[C@@]12CCCCC=C1N(CCc1ccc(Cl)cc1)C(=O)[C@H]2CC(=O)NCCc1ccccc1OC	?
Cc1ccc(-n2c(SCC(=O)Nc3ccccc3-c3ccccc3)nnc2-c2ccccc2)cc1	?
CN=C1NC(=O)/C(=C\c2cc(C)n(-c3ccccc3F)c2C)S1	31%
O=Cc1nc(Nc2cc(F)cc(F)c2)nc(NC2CCCC2)n1	27%
O=S1(=O)CC2c3ccc(F)cc3CN2CN1C1CCCC1 (centres undefined)	31%
O=S1(=O)c2ccc(N3CC[C@H](O)C3)cc2OCCCN1C1CC1	3%

(list continues)
SMILES	FUS yeast rescue
CC(=O)OCCCN1CCC2(CCC(c3ccccc3)CC2)C1=O (centres undefined)	0%
O=S1(=O)c2ccc(N3CC[C@H](O)C3)cc2O[C@H]2CCN1C2	-13%
CC(C)CN1C(=O)C[C@@]2(C(=O)N(C)c3ccc(NC(=O)c4cc(F)ccc4F)cc32)C1c1ccccc1 (some centres undefined)	40%
COCC(=O)N1[C@H](CO)[C@@H](c2ccc(-c3cccnc3)cc2)[C@H]1CN(C)S(=O)(=O)c1ccccc1[N+](=O)[O-]	36%
COC[C@@H]1CCCN1c1ccc2c(c1)O[C@H]1CCN(C1)S2(=O)=O	-12%
Brc1ccc(-c2nn3c(-c4ccccc4)nnc3s2)o1	13%
CCCCCCN1CCS(=O)(=O)N(Cc2ccc(OC)cc2)C(C(=O)OC)C1 (centres undefined)	17%
CC(C)C[C@H](NC(C)(C)C(=O)NC1CCCCC1)C(=O)NCCc1c[nH]c2ccccc12	4%
COc1ccc(CNC(=O)O[C@H]2CC[C@@]34CCCN3C(=O)CCC[C@H]4[C@H]2C)cc1	-1%

In the list so far, 8 have an NH in an aromatic ring.
SMILES	FUS yeast rescue
S=c1[nH]nc(-c2cc(-c3ccccc3)n[nH]2)n1/N=C/c1cccc2ccccc12	23%
Nn1c(SCC(=O)NC2CCCCC2)nnc1-c1cc(-c2ccc(Cl)cc2)n[nH]1	-2%
O=[N+]([O-])c1cncc2[nH]cnc12	-3%
Cc1cc(=O)[nH]c(SCC(=O)Nc2ccc(Cl)cc2C)n1	10%
Cn1c(Cc2cccs2)nnc1SCC(=O)Nc1ccc2cn[nH]c2c1	6%
Cc1c[nH]c2cccc(-c3c(Cl)cccc3Cl)c12	24%
Cc1ccccc1NCC(=O)N/N=C/c1ccc[nH]1	-11%
CC(C)C[C@H](NC(C)(C)C(=O)NC1CCCCC1)C(=O)NCCc1c[nH]c2ccccc12	4%
